Compound activity deposited in PubChem BioAssay by National Center for Advancing Translational Sciences (NCATS).
Vif-A3F inh: qHTS for Inhibitors of Vif-A3F Interactions: qHTS; HeLa A3F-eYFP + Vif (tagged APOBEC3F with the HIV-1 protein that degrades it), YFP fluorescence increase; Potency, µM (titrated, usually from 46.1 µM), without a hit: top-dose activity, negative = active; actives 0.2% (n = 390,000); AID 602313, 2012; also: potency is read from the fitted curve at half-maximal effect; % of control where 0% means no effect; nearly all actives have a fitted effect of over 65% in size
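HeLa cells stably expressing Vif plus C-terminally eYFP-tagged A3F were seeded, incubated overnight at 37 deg C, dosed with compound, incubated overnight again at 37 deg C. Yellow fluorescence (Ex 488/Em 500-530) reported blocked Vif-mediated A3F-eYFP degradation.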
rTrxR1 inhibitor: qHTS Assay for Inhibitors of Mammalian Selenoprotein Thioredoxin Reductase 1 (TrxR1): qHTS. Thioredoxin reductase 1, cytoplasmic (Rattus norvegicus), O89049. recombinant rTrxR1, NADPH fluorescence consumption, selenite substrate. Potency, µM (top dose mostly 114 µM), without a hit: top-dose activity change, negative = inhibition, most hits filed as inhibitors. actives 1% (n = 390,000); also: potency is read from the fitted curve at half-maximal effect; % is scaled to controls: 0 for no effect and ±100 for the full control effect; nearly all actives have a fitted effect of over 65% in size
Target sequence (O89049 whole entry, looked up): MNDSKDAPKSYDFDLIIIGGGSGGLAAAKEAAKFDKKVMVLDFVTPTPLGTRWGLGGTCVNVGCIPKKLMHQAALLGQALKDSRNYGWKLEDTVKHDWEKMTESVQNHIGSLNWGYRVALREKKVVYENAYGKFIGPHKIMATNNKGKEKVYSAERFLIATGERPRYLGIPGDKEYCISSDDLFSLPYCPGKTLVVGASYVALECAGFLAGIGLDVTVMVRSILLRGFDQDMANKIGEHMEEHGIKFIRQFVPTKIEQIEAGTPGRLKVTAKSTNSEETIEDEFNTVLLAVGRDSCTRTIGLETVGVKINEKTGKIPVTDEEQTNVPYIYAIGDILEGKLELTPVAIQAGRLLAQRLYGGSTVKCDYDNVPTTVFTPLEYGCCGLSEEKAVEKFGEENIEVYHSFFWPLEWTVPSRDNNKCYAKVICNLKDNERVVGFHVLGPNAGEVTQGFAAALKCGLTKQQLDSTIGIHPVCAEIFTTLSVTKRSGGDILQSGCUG
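Rat TrxR1 (90 nM in the dispensed reagent) was pre-reduced with 400 uM NADPH for 5 min at room temperature, then incubated with compound for 15 min. After 400 uM selenite was added, NADPH fluorescence (Ex 340/Em 450 nm) was followed for 8 min.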
Vif-A3G inh: qHTS for Inhibitors of Vif-A3G Interactions: qHTS; DNA dC->dU-editing enzyme APOBEC-3G (Homo sapiens), Q9HC16; HeLa A3G-eYFP + Vif (tagged APOBEC3G with the HIV-1 protein that degrades it), YFP fluorescence, overnight; Potency, µM (top dose mostly 46.1 µM), for the others: at the top dose activity, negative = active, usual class: inhibitors; actives 0.076% (n = 410,000); AID 602310, 2012;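 also: potency is read from the fitted curve at half-maximal effect; % is scaled to controls: 0 for no effect and ±100 for the full control effect; nearly all actives have a fitted effect of over 60% in size; hits raise eYFP signal because A3G escapes Vif-driven loss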
Target sequence (Q9HC16 whole entry, looked up): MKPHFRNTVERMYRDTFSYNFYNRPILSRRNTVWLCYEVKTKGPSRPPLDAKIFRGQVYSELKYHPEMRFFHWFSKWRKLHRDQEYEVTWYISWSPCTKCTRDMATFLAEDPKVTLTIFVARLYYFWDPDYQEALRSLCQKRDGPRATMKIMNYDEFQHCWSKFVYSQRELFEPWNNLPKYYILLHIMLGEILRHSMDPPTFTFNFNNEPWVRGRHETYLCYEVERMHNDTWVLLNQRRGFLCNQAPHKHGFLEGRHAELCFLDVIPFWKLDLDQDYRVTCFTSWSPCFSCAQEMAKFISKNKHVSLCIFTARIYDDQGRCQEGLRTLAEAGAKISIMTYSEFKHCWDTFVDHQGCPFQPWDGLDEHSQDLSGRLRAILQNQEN
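HeLa cells stably expressing Vif and C-terminally eYFP-tagged A3G, seeded overnight at 37 deg C, then exposed to compound by pintool overnight at 37 deg C. Rise in yellow fluorescence (Ex 488/Em 500-530, Acumen) marks blocked Vif-driven A3G degradation.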
RGS4 inh: Inhibitors of Regulator of G Protein Signaling (RGS) 4: qHTS | Regulator of G-protein signaling 4 (Homo sapiens), P49798 | actives 0.039% (n = 390,000) | AID 504845, 2011 | Potency, µM (doses to about 114 µM), inactives show at the top dose activity change, negative = inhibition, hits mostly inhibitors | Transcreener GDP fluorescence polarization, RGS4-accelerated GTP hydrolysis; also: potency is read from the fitted curve at half-maximal effect; % is scaled to controls: 0 for no effect and ±100 for the full control effect; nearly all actives have a fitted effect of over 75% in size; some results filed as inactive show a strong effect at the top dose
Target sequence (P49798 whole entry, looked up): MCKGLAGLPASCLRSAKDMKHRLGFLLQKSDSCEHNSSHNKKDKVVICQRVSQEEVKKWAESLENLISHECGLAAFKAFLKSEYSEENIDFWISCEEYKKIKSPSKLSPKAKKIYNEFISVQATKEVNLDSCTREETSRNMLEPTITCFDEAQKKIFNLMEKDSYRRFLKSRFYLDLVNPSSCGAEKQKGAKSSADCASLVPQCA
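MLSMR compounds (23 nl, pin-transferred) preincubated 10 min at room temperature with a 500nM (2x) first reagent, then RGS4 at 900nM (2x) plus Transcreener GDP mix added; fluorescence polarization (620/688 nm) read before and after 90 min at 30 °C.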
Glioma ERSR ind: qHTS for Inducers of the Endoplasmic Reticulum Stress Response (ERSR) in Human Glioma: qHTS; U87-MG GRP78 promoter luciferase reporter, 16 h; Potency, µM, inactives show top-dose activation, hits mostly activators; actives 0.02% (n = 420,000); AID 602332, 2012; also: potency is read from the fitted curve at half-maximal effect; series mostly up to about 76 µM; % of control where 0% means no effect; nearly all actives have a fitted effect of over 35% in size
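Stably transfected U87-MG human glioma cells carrying a GRP78-based luminescent sensor were seeded at 1000 cells/well, pin-dosed with compounds and incubated 16 h. Luciferase reagent was then added, and end-point luminescence was read after 10 min at room temperature.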
mIDH1 inhibitor: qHTS for Inhibitors of mutant isocitrate dehydrogenase 1 (IDH1): qHTS | IDH1-R132H enzyme, NADPH consumption, diaphorase/resazurin fluorescence | Potency, µM (highest dose often 76.6 µM), for the others: at the top dose activity change, negative = inhibition, hits mostly inhibitors | actives 0.093% (n = 390,000) | AID 602179, 2012; also: potency is read from the fitted curve at half-maximal effect; % is scaled to controls: 0 for no effect and ±100 for the full control effect; nearly all actives have a fitted effect of over 65% in size
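IDH1-R132H (0.5 ug/mL dispensed) in pH 7.5 Tris buffer was preincubated 30 min with compound, then given a substrate mix of 0.016 mM NADPH and 2 mM alpha-KG for 80 min at room temperature; remaining NADPH was read by diaphorase/resazurin fluorescence.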
LDHA inh: qHTS assay for inhibitors of human lactate dehydrogenase; L-lactate dehydrogenase A chain (Homo sapiens), P00338; purified LDHA, NADH/diaphorase-resazurin fluorescence; active compounds read low; activity change, % (values are at about 110 or 230 µM); actives 0.15% (n = 480,000); AID 1347041, 2019; in the data active = activity change below about -30%; inconclusive = mostly about -25% to -30%;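 also: plate controls were DMSO wells for no effect and wells without enzyme for full effect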
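Resorufin fluorescence (ex540/em590), read at 0 and 20 min after diaphorase/resazurin addition, reports the NADH left after a 5 min room-temperature reaction of 2 nM human LDH5 with 0.06 mM NADH and 0.2 mM pyruvate.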
TrxR1 substrate: qHTS Assay for Substrates of Mammalian Selenoprotein Thioredoxin Reductase 1 (TrxR1): qHTS; actives 0.01% (n = 390,000); Potency, µM (series often up to 114 µM), inactives show top-dose activity change, negative = substrate turnover; purified TrxR1 substrate turnover, NADPH consumption readout; Thioredoxin reductase 1, cytoplasmic (Rattus norvegicus), O89049; AID 588456, 2011; also: potency is read from the fitted curve at half-maximal effect; % is scaled to controls: 0 for no effect and ±100 for the full control effect; nearly all actives have a fitted effect of over 50% in size
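Rat TrxR1, dispensed at 90 nM, was prereduced with 400 uM NADPH (final) for 5 min at ~22 deg C, then incubated with compound 15 min before 400 uM selenite. A first-read NADPH fluorescence drop versus no-compound background flagged substrates.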
USP1 inh: Inhibitors of USP1/UAF1: Primary Screen; Ubiquitin carboxyl-terminal hydrolase 1 (Homo sapiens), O94782; recombinant USP1/UAF1, Ub-Rhodamine cleavage fluorescence; Potency, µM (doses to about 57.1 µM), for the others: top-dose activity change, negative = inhibition, actives largely listed as inhibitors; actives 0.23% (n = 390,000); also: potency is read from the fitted curve at half-maximal effect; % is scaled to controls: 0 for no effect and ±100 for the full control effect; nearly all actives have a fitted effect of over 60% in size; inactives centre near -12
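In this screen, compounds sit with the deubiquitinase complex (1nM) for 15 min at room temperature before Ub-Rho is added at 150nM final. Fluorescence rise is then followed for 6 reads every 60 seconds.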
Active calls of the source: *; ? = inconclusive; · = not tested or not shown; & = joins results of further samples; [ ] = another dose, or the depositor's remark. Unless noted, calls follow the shape of the dose curve; as a rule, active = well fitted curve in the direction sought with a large enough effect; inconclusive = small, poorly fitted or top-dose-only effect, or another doubt; inactive = no such curve, though single readings can be large; an effect the other way counts as inactive or inconclusive. A portion of the library. The share of hits here may be higher or lower than overall.

1. CCn1c(C)c(C)c2cc(C(=O)N3CCN(c4ccccc4)CC3)ccc21
2. CN(c1ccccc1)S(=O)(=O)c1ccc(NC(=O)COc2ccccc2)cc1
3. Cc1ccc(-c2cnc(NC(=O)CCC(=O)N3CCCCC3)n2C)cc1
4. CCOc1ccccc1N(CC(=O)Nc1ccc(OC)c(OC)c1)S(=O)(=O)c1ccccc1
5. Cc1cc(C(=O)N/N=C/c2ccco2)n[nH]1
6. CCc1ccc(NC(=O)NCc2ccc3c(c2)OCO3)cc1
7. CCC1(C)Cc2ccccc2-c2nc(NCCCO)n(-c3ccccc3)c(=O)c21 (stereo not drawn)
8. CC(C)N(C(=O)COC(=O)CNC(=O)c1ccc(Br)cc1)c1ccccc1
9. Cc1cc(F)ccc1NC(=O)CCc1c(C)nn(-c2ccc(N3CCCCC3)nn2)c1C
10. O=S(=O)(c1cccc2c(I)cccc12)N1CCCNCC1
compound no. | 1 | 2 | 3 | 4 | 5 | 6 | 7 | 8 | 9 | 10
Vif-A3F inh | 0%&-4% | -16% | -5% | -1% | 9% | -4% | 5% | -3% | 3% | ·
rTrxR1 inhibitor | -28% | ? | 15% | 17% | -5%[57.1 µM] | 23% | 13% | 2% | -9% | ?
Vif-A3G inh | -2%&1% | 0% | -10% | 0% | 1% | 3% | 2% | 0% | 0% | ·
RGS4 inh | -20%&-9% | 20% | 4% | 40% | 16% | 5% | -34% | 5% | -5%[11.4 µM] | ?
Glioma ERSR ind | 2%&-3% | -1% | 1% | -1% | 0% | -3% | -5% | -3% | -4% | -5%&-6%&-3%
mIDH1 inhibitor | 2%&10% | -5% | -6% | 2% | -5% | -6% | 11% | -3% | -9% | ·
LDHA inh | 3&2 | -3 | -5 | -6 | -12 | -4 | 0 | -6 | -2 | ·
TrxR1 substrate | -7% | -22% | -3% | -8% | -4%[57.1 µM] | 1% | 353%[activator] | -4% | -1% | 6%[57.1 µM]
USP1 inh | ? | -10% | -8% | 1% | -21% | -20% | -25% | -4% | -20% | ·

11. Cc1nc2scc(C)n2c(=O)c1S(=O)(=O)NCC1CCN(Cc2ccc(Cl)cc2)CC1
12. NC(=O)NC(=O)CN1c2cccc3cccc(c23)S1(=O)=O
13. CC(C)n1cnc2c(Nc3ccc(F)c(Cl)c3)nc(NCCO)nc21
14. Cc1ccc(NC2=C(Cl)C(=O)OC2OC(C)C)c(C)c1 (stereo not drawn)
15. Cn1nnnc1SCCNS(=O)(=O)c1ccccc1
16. CCc1ccccc1Nc1nn2c(=O)c3ccc(C(=O)Nc4cc(C)cc(C)c4)cc3nc2s1
17. O=C(/C=C/c1ccccc1[N+](=O)[O-])Nc1cc(S(=O)(=O)N2CCOCC2)ccc1N1CCOCC1
18. CN(CC(=O)Nc1ccc(F)c(F)c1F)C(=O)CN1C(=O)NC2(CCCC2)C1=O
19. CN(N=O)c1ccc(C=C2C=Cc3ccccc32)cc1
20. O=C(Nc1cccc(C(F)(F)F)c1)c1n[nH]c(Cn2cncn2)n1
compound no. | 11 | 12 | 13 | 14 | 15 | 16 | 17 | 18 | 19 | 20
Vif-A3F inh | ? | 3% | -1% | 3% | -1% | -23% | -4% | -18% | -10% | -2%
rTrxR1 inhibitor | 19%[57.1 µM] | 13% | 11% | -2% | 6%[57.1 µM] | 14% | 14% | 11% | -22% | 26%
Vif-A3G inh | 3% | -7% | -3% | 0% | 0% | -3% | 0% | 0% | 3% | 2%
RGS4 inh | -45%[56.9 µM] | -13% | -12% | -5% | 5% | 12% | -17% | 6% | 1% | 18%
Glioma ERSR ind | -4% | -1% | -2% | -6% | -3% | 5% | 1% | -3% | -1% | -1%
mIDH1 inhibitor | 8% | 1% | 4% | 6% | 7% | -12% | 12% | -3% | 6% | 7%
LDHA inh | -2 | 21 | 3 | -13&-11 | -1 | -7 | 0 | -6 | 2 | -8
TrxR1 substrate | 10%[57.1 µM] | 22% | 6%[57.1 µM] | -2% | -7%[57.1 µM] | -4% | -2% | 2% | -18% | 6%
USP1 inh | -17% | -10% | -5% | -20% | -9% | -37% | -8% | -2% | -8% | -3%

Arranged by the number under TrxR1 substrate (rising): 3 from the list above.
entry	smiles	TrxR1 substrate
16	CCc1ccccc1Nc1nn2c(=O)c3ccc(C(=O)Nc4cc(C)cc(C)c4)cc3nc2s1	-4%
14	Cc1ccc(NC2=C(Cl)C(=O)OC2OC(C)C)c(C)c1 (stereo not drawn)	-2%
20	O=C(Nc1cccc(C(F)(F)F)c1)c1n[nH]c(Cn2cncn2)n1	6%

Later entries.
21. CCOc1ccccc1NC(=O)CN1c2ccccc2S(=O)(=O)c2ccccc21
22. Cc1c(CC(=O)NCCCO)c(=O)oc2cc3c(cc12)CCC(C)(C)O3
23. O=C1C(=O)N(CCN2CCOCC2)C(c2ccc(F)cc2)/C1=C(/O)c1ccc(S(=O)(=O)N2CCOCC2)cc1 (stereo not drawn)
24. CN(CC(=O)Nc1ccc(S(=O)(=O)N2CCCC2)cc1)Cc1c(F)cccc1Cl
25. Cc1ccc(-n2c(C)cn(C(=O)c3ccccc3)c2=S)cc1
26. CCN1CCN(c2ccc(NC(=O)c3ccc(F)cc3)cc2Cl)CC1
27. O=C(Nc1ncccc1O)c1ccc(Cl)c(S(=O)(=O)N2CCCCC2)c1
28. COc1ccc(OC)c(-c2cc(C(=O)Nc3sc4c(c3C#N)CCC(C)C4)c3ccccc3n2)c1 (stereo not drawn)
29. Cc1ccc(C)c(N2CCN(C(=O)C(C)n3c(C)c4cnn(-c5ccccc5)c(=O)c4c3C)CC2)c1 (stereo not drawn)
30. Cc1ccc(-n2c(SCC(=O)N3CCOCC3)nnc2-c2ccncc2)cc1
compound no. | 21 | 22 | 23 | 24 | 25 | 26 | 27 | 28 | 29 | 30
Vif-A3F inh | 3% | -2% | 0% | -4% | -12% | 1% | 1% | -9% | 2% | 3%
rTrxR1 inhibitor | 23%[57.1 µM] | 56µM* | -41%[0.0914 µM] | 18%[57.1 µM] | 7% | 16% | 0% | 5% | 8% | 25%[57.1 µM]
Vif-A3G inh | -1% | 0% | 0% | 3% | -1% | 3% | 0% | 1% | 7% | -1%
RGS4 inh | 15% | 1% | -21% | 14% | 7% | -3% | -8% | -6% | 3% | 17%
Glioma ERSR ind | -4% | -6% | -1% | -2% | -1% | -3% | 0% | -4% | 1% | -2%
mIDH1 inhibitor | 6% | -8% | 0% | 2% | -1% | 1% | 3% | 0% | 5% | 2%
LDHA inh | -4 | -2 | 0 | -7 | -1 | -4 | -1 | 3 | 3 | -14
TrxR1 substrate | 5%[57.1 µM] | 384%[activator] | -6% | -7% | -5% | 0%[57.1 µM] | -2% | 3% | -5% | 7%[57.1 µM]
USP1 inh | -2% | -25% | -8% | -3% | -10% | -19% | -19% | -13% | -25% | 2%

31. COc1cc(/C=C(\C#N)c2nn(CCO)c(N)c2C#N)cc(OC)c1OC
32. Cc1ccc(-c2ccc(CCC(=O)O)n2NC(=O)c2ccco2)cc1
33. N#CCC(=O)Nc1ccc(C(=O)OCC(=O)Nc2cc(-c3ccccc3)nn2-c2ccccc2)cc1
34. O=C(CCc1nc2ccccc2c(=O)[nH]1)NNC(=O)c1ccc(Cl)cc1
35. CNS(=O)(=O)c1cn(CC(=O)N2CCN(c3cc(C)ccc3C)CC2)cc1S(=O)(=O)NC
36. COCCn1c(SCC(=O)N2CCCCC2)nc2cccnc21
37. COc1ccc(NC(=O)CCS(=O)(=O)c2nc(-c3cccs3)cc(C(F)(F)F)n2)cc1OC
compound no. | 31 | 32 | 33 | 34 | 35 | 36 | 37
Vif-A3F inh | 1% | 0% | -2% | -14% | 0% | 1% | 6%
rTrxR1 inhibitor | 7%[57.1 µM] | ? | · | 2% | 35% | 6% | 25µM*
Vif-A3G inh | 2% | 0% | -1% | 1% | -2% | 0% | ?
RGS4 inh | -13% | -26% | · | 13% | -11% | -2% | -24%
Glioma ERSR ind | 1% | -2% | -1% | 4% | -2% | -3% | -11%
mIDH1 inhibitor | 0% | 10% | 1% | -1% | 9% | 1% | 14%
LDHA inh | 2 | 0 | 1 | -4 | 1 | -12 | 9
TrxR1 substrate | -8% | -2% | · | -6% | 2% | 8% | -5%[2.29 µM]
USP1 inh | -15% | -6% | -6% | -10% | -7% | 4% | -26%
